# GAA850 FXN act: FXN promoter activators, primary screen, cell-based, luciferase luminescence, HEK293 lucGAA850. hit rate 0.56% among 360,000. AID 540364, 2011. HEK293 lucGAA850 FXN promoter luciferase reporter, 24 h; percent of 10 µM SAHA response. activation, % at 6 µM;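 active means activation above the average of all compounds screened plus 3 SD, cutoff fixed separately per campaign, cut at about 7.5% in these data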;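 further: 0% = DMSO wells and 100% = 10 µM SAHA wells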
# ssDAF12 agonist: S. stercoralis DAF-12 nuclear receptor activators, primary screen, cell-based, luminescence, HEK293, GRIP1 co-expression, lit1-tk-luc; hit rate 1% among 370,000; activation, % at 6.8 µM; Nuclear hormone receptor DAF-12 (Strongyloides stercoralis); HEK293 ssDAF-12/GRIP1 lit1-tk-luc reporter; % of 3 µM dafachronic acid response;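 active means activation above the mean over all tested compounds plus 3 SD, cut at about 0.9% in these data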;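 further: 0% = DMSO-only wells and 100% = 3 µM delta7-dafachronic acid wells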
# HGIII-sPLA2 inh: human group III sPLA2 inhibitors, primary screen, biochemical, QFRET, BODIPY PC-A2 liposome substrate; Group 3 secretory phospholipase A2 (Homo sapiens), Q9NZ20; QFRET BODIPY PC-A2 liposome hydrolysis, fluorescence; inhibition, % at 12.2 µM; hit rate 0.56% among 370,000; AID 743126, 2013;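 active means inhibition above mean plus 3 SD of compounds lying within the high and low control bounds, cut at about 19% in these data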;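 further: 0% = median of test compound wells and 100% = no enzyme DMSO wells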
# Target sequence (Q9NZ20 whole entry, looked up): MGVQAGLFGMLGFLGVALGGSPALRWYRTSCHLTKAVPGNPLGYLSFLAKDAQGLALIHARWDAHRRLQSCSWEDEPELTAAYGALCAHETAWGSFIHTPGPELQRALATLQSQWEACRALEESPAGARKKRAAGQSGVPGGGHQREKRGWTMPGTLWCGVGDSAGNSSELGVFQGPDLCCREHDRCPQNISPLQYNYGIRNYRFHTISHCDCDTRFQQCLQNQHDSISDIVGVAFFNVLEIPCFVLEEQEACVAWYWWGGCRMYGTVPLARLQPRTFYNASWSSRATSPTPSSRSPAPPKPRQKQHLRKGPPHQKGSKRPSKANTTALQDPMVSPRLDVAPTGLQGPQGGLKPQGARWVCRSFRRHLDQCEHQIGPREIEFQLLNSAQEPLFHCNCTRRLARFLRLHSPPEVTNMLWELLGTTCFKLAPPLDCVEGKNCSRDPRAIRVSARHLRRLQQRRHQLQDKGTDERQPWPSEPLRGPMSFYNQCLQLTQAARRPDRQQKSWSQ
# PG9 binder: binders of HIV-1 gp120 antibody PG9, primary screen, biochemical, TR-FRET | inhibition, % at 6.7 µM | AID 624416, 2012 | hit rate 0.43% among 360,000 | HIV-1 gp120 / PG9 antibody interaction | TR-FRET gp120-PG9 antibody binding; in the data active means inhibition above about 8.5%
# PLCb3 inh: human PLC-beta3 inhibitors, primary screen, biochemical, fluorescence. Purified PLC-beta3, fluorogenic substrate. inhibition, % at 12.2 µM. hit rate 0.18% among 370,000; in the data active means inhibition above about 11%;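 further: 0% = median of compound wells on plate and 100% = full blocker control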
# SMARCA2 activ: SMARCA2 (BRM) function activators, primary screen, cell-based, luminescence, high throughput. AID 652017, 2013. hit rate 1% among 370,000. MG213 cells, MMTV-luciferase reporter, dexamethasone, overnight. activation, % at 9.1 µM; in the data active means activation above about 7.8%;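 further: 0% = vehicle wells and 100% = reference activator wells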
# NR1D1 modulator: modulators of Rev-erb alpha DNA binding, primary screen, biochemical, FITC-DNA, fluorescence polarization, uHTS. Nuclear receptor subfamily 1 group D member 1 (Homo sapiens), P20393. Rev-erbα–FITC-DNA binding, 90 min. activity, % at 10 µM. hit rate 0.79% among 370,000. AID 1259318, 2017;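 active means activity above about 14%, limit read from the data; passing the limit was not always enough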;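 further: 0% = DMSO wells with 35 nM protein and 100% = DMSO wells with 750 nM protein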
# Target sequence (P20393 whole entry, looked up): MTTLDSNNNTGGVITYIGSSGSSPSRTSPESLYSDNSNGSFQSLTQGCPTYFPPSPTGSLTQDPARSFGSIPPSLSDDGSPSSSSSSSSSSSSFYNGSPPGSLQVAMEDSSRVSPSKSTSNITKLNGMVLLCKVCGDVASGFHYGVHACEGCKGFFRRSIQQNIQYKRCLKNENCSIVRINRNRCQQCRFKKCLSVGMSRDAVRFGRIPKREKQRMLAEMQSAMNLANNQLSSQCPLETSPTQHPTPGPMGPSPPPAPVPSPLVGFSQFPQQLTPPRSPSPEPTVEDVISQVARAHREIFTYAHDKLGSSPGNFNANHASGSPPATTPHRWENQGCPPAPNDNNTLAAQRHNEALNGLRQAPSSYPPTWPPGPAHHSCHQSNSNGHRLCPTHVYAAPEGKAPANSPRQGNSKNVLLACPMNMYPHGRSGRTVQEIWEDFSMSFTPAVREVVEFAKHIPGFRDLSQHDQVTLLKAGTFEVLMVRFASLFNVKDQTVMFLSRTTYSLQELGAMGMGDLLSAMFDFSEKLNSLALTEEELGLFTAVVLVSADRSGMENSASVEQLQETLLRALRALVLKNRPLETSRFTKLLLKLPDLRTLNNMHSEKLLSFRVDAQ
# DAX1 inh-1: DAX1 (NR0B1) inhibitors, primary screen, cell-based, HEK293, Gal4-DAX1, luciferase luminescence. HEK293 Gal4-DAX1 luciferase reporter. inhibition, % at 6.75 µM. hit rate 0.99% among 340,000. AID 504766, 2011;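 active means inhibition above the mean over all tested compounds plus 3 SD, cut at about 4.2% in these data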;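 further: 0% = DAX1-transfected cells with DMSO and 100% = empty-vector control cells with DMSO; inhibition shows as a rise in luminescence from relieved DAX1 repression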
# DAX1 inh-2: DAX1 (NR0B1) inhibitors on StAR promoter, primary screen, cell-based, luminescence, SF-1 (NR5A1), full-length DAX-1 | HEK293T StAR-luciferase reporter, SF-1/DAX-1 repression relief | inhibition, % at 6.8 µM | hit rate 1.1% among 370,000 | AID 652010, 2013;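 active means inhibition above the mean over all tested compounds plus 3 SD, cut at about 3.6% in these data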;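 further: 0% = DAX-1 cells with DMSO and 100% = cells lacking DAX-1 with DMSO; higher inhibition means more luminescence from relief of DAX-1 repression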
# hcDAF-12 act: H. contortus DAF-12 nuclear receptor activators, primary screen, cell-based, luminescence, HEK293, lit1-tk-luc reporter; HEK293 hcDAF-12 lit1-tk-luc reporter; 0% DMSO, 100% Δ7-dafachronic acid; activation, % at 6.8 µM; hit rate 1.4% among 370,000; AID 652067, 2013;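 active means activation above the mean of all tested compounds plus 3 SD, cut at about 5.5% in these data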;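 further: 100% = response to 3 µM Δ7-dafachronic acid high control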
# hgDAF12 agonist: H. glycines DAF-12 receptor agonists, primary screen, cell-based, luminescence, HEK293, GAL4 fusion, UAS-luciferase. activation, % at 6.8 µM. HEK293 GAL4-hgDAF12 UAS-luciferase reporter, agonist luminescence; normalized to butyrate control. hit rate 1.8% among 370,000;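 active means activation above a cutoff set at the mean of all screened compounds plus 3 SD, cut at about 10% in these data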;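 further: 0% = DMSO wells and 100% = sodium butyrate wells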
# Starred values were filed as active, the others as inactive; x = no result given.
compound	GAA850 FXN act	ssDAF12 agonist	HGIII-sPLA2 inh	PG9 binder	PLCb3 inh	SMARCA2 activ	NR1D1 modulator	DAX1 inh-1	DAX1 inh-2	hcDAF-12 act	hgDAF12 agonist
CC(=O)N1CCN(C(=O)CNc2cc(C(F)(F)F)ccc2OCC(F)(F)F)CC1	-1.0	-1.3	1	0.5	3	0	-3	2.3	-0.3	-1.2	-1.1
COc1cccc(C(=O)Nc2c[nH]c(=O)[nH]c2=O)c1	0.0	-1.5	21*	0.4	-6	-4	3	-0.1	0.5	-0.8	1.7
COc1ccc(-c2ccc(C(=O)Nc3ccccc3)c3occc23)c(C)c1	0.6	0.0	-7	-0.3	-8	-4	7	x	6.7*	1.6	20*
C/C(=N\Nc1ncc(Cl)cc1Cl)c1ccc(OC(F)F)cc1	1.0	-0.9	4	0.2	-3	3	3	0.1	0.9	6.6*	20*
CCOc1ccc(/C=N/Nc2nc(=O)[nH]nc2C)cc1OC	6.0	-1.1	0	-0.9	1	0	-3	1.0	0.6	1.1	-0.2
N#Cc1cccc(NC(=O)COc2ccc(-n3ccnc3)cc2)c1	-2.8	-1.9	-1	0.4	-1	-4	-3	-1.6	-1.7	-2.2	-3.5
Cc1nnc2ccc(Oc3ccc(-c4ccccc4)cc3)nn12	-1.1	-1.9	-10	-1.0	-53	-3	1	0.6	-1.7	-3.0	-0.7
O=C(CCc1nnc2ccc(N3CCCC3)nn12)Nc1ccc(F)cc1F	-2.5	-1.6	14	0.9	-2	-1	11	0.2	-1.0	0.7	-0.8
COC(=O)C[C@@H]1CC[C@@H](NS(=O)(=O)c2ccc(F)cc2)[C@@H](CO)O1	x	-0.6	18	1.5	0	-4	-1	x	-0.4	0.7	-1.6
O=C1NC(=S)S/C1=C\c1cc(Cl)ccc1Cl	1.0	-1.2	-16	-1.1	3	-4	0	2.4	3.7*	1.7	2.8
O=C(/C=C/c1cccs1)Nc1ccc([N+](=O)[O-])cc1	1.8	-0.7	-3	0.4	5	0	7	-0.1	0.1	4.5	5.3
COc1ccc(/C=N/NC(=O)c2ccc3nc[nH]c3c2)cc1	-0.1	-0.9	9	0.1	-6	-3	2	x	0.3	-0.9	-2.2

# Random excerpt: 2 compounds from above
compound	GAA850 FXN act	ssDAF12 agonist	HGIII-sPLA2 inh	PG9 binder	PLCb3 inh	SMARCA2 activ	NR1D1 modulator	DAX1 inh-1	DAX1 inh-2	hcDAF-12 act	hgDAF12 agonist
CCOc1ccc(/C=N/Nc2nc(=O)[nH]nc2C)cc1OC	6.0	-1.1	0	-0.9	1	0	-3	1.0	0.6	1.1	-0.2
COc1ccc(-c2ccc(C(=O)Nc3ccccc3)c3occc23)c(C)c1	0.6	0.0	-7	-0.3	-8	-4	7	x	6.7*	1.6	20*

# New compounds follow:
compound	GAA850 FXN act	ssDAF12 agonist	HGIII-sPLA2 inh	PG9 binder	PLCb3 inh	SMARCA2 activ	NR1D1 modulator	DAX1 inh-1	DAX1 inh-2	hcDAF-12 act	hgDAF12 agonist
CCCc1cc(=O)oc2cc(C)cc(OCC(=O)NC(Cc3c[nH]c4ccc(O)cc34)C(=O)O)c12 (centres undefined)	-0.6	-1.1	-15	-2.0	-71	0	1	2.3	-1.3	-1.5	4.1
CCSC1=N/C(=C\c2ccc(OC)cc2)C(=O)N1	0.7	-1.6	-16	0.3	-3	-1	2	-0.1	-0.4	-0.6	0.5
CCc1c(C)nc(SCC(=O)c2cccs2)c(C#N)c1C	5.0	0.8	-3	-3.0	-55	8	3	2.5	2.0	8.2*	5.7
CN(C)Cc1csc(NC(=O)Nc2ccccc2Oc2ccccc2)n1	3.6	-1.1	-16	0.7	3	7.9*	7	x	-1.2	-3.3	2.6
CCCCc1c(C)nc2ccccc2c1SCCC#N	5.4	-1.3	-10	-0.3	2	0	-3	0.4	0.0	-3.1	0.6
O=C(NC1CCN(C(=O)NC2CCCCC2)CC1)c1ccco1	-1.3	-0.8	0	-0.1	5	-3	2	-0.1	0.4	-1.1	-0.2
CSc1ccccc1C(=O)C1CCCN(C(=O)c2ccc(N3CCOCC3)cc2)C1 (centres undefined)	2.2	-0.9	-10	-1.5	0	-2	-6	3.5	-0.1	-2.4	-0.2
COc1ccc([C@H]2/C=C\CN(C(=O)[C@H](Cc3ccccc3)NC(=O)OCC3c4ccccc4-c4ccccc43)CC(=O)N2Cc2ccc(F)cc2)cc1	-3.0	-0.8	1	-0.8	1	0	2	-0.5	-0.2	0.1	1.0
COc1ccc(C2Sc3nncn3N2Cc2ccc(C#N)cc2)cc1 (centres undefined)	-0.4	-1.6	-6	0.9	4	2	-1	0.7	0.1	-1.4	-2.2
O=c1cc2c(nn1Cc1cccc(Cl)c1)-c1ccccc1CC2	0.1	-1.0	-11	-0.5	-4	-3	4	-0.7	-1.6	0.6	-3.8
Nc1c(Cl)c(Cl)nc(C(=O)OCC(=O)NCc2ccccc2)c1Cl	0.1	-1.7	0	0.9	-5	-1	2	0.1	0.5	1.8	2.4
O=C(N/N=C/c1ccc2c(c1)OCO2)/C(=C/c1ccc2c(c1)OCO2)NC(=O)c1ccccc1	0.5	-1.2	-3	0.5	-77	-1	-2	0.1	-0.6	-1.2	-0.4
CN(C)c1ccc(P(=O)(OC2CCCCC2)C(O)c2cccnc2)cc1 (centres undefined)	-0.5	-1.4	7	1.4	-1	0	2	-0.4	0.3	-0.6	0.9
O=C(CSc1nc2ccccc2n1CCc1ccccc1)NC1CCS(=O)(=O)C1 (centres undefined)	-0.2	-1.6	6	0.0	-1	0	-4	-0.4	-0.2	-1.6	-0.3
CCOC(=O)c1ccc(NC(=S)NNC(C)(C)C)cc1	2.2	-0.9	-1	-2.2	-4	4	-6	x	0.3	0.9	7.7
Cc1ccc(CNC(=O)c2ccc(N3CCC4(CC3)CC(c3ccccc3)=NO4)c(NC(=O)c3c(Cl)cccc3Cl)c2)cc1	-2.3	-0.4	6	0.7	1	0	-5	-0.7	0.3	-0.9	-0.5
COc1ccc(NC(=O)CN2C(=O)/C(=C3\SC(=S)N(C4CCS(=O)(=O)C4)C3=O)c3ccccc32)cc1 (centres undefined)	0.2	-1.3	-7	-1.4	-4	-4	7	x	-0.5	-0.9	0.4
COCCCn1cc(CN2CC(N3CCCCC3)CS2(=O)=O)nn1 (centres undefined)	x	-0.1	0	1.0	2	1	-4	x	-0.7	0.2	-2.4
Cc1ccc(C(=O)Nc2ccc(NC(=O)c3cccs3)cc2)cc1[N+](=O)[O-]	1.6	-1.6	4	-2.7	6	9.0*	-20	0.0	-0.2	-0.5	-1.7
CCOC(=O)c1c(C)n(C)c2ccc(OCC(O)Cn3nc(C)c(Br)c3C)cc12 (centres undefined)	1.7	-1.1	-34	0.6	-8	3	4	-0.5	-0.7	-2.4	-2.1
COc1cc(C(=O)NC(=S)Nc2ccc3c(c2)C(=O)N(C)C3=O)cc(OC)c1OC	0.9	-0.8	14	-0.4	-17	-3	-2	0.5	0.1	0.1	0.4
O=C1c2ccccc2C(=O)c2c1cccc2N1CCOCC1	-0.6	-1.9	22*	-21	10	-2	-12	1.6	-1.5	-2.9	-3.4
Cc1ccc(NC(=O)C2CCCN2C(=O)OCc2ccccc2)cc1C (centres undefined)	-1.6	-0.6	-9	0.2	-4	-3	-1	0.7	0.4	-0.5	-1.1
CC(=O)c1ccc(NC(=O)C2Cc3ccccc3CN2C(=O)c2ccccc2)cc1 (centres undefined)	2.2	-0.4	5	-2.0	-2	0	5	-0.6	0.0	6.0*	3.0
Cc1ccc(-c2csc(/C(C#N)=C/Nc3ccccc3SC(F)(F)F)n2)c(C)c1	1.5	-1.3	3	-1.9	5	1	0	1.2	0.0	-0.6	0.7
O=[N+]([O-])c1ccc(/C=N/Nc2cc(Cl)nc(-c3ccccc3)n2)cc1	-1.5	-1.0	-3	-0.8	1	2	2	0.1	1.0	-1.5	0.2
CCOCCCNc1nc2c(-c3ccccc3)nnn2c2ccccc12	1.4	-0.6	-2	-0.8	-71	4	26*	-0.4	0.9	5.3	-0.5
Cc1ccc(C)c(N(CC(=O)NC2CCCC2)S(=O)(=O)c2ccccc2)c1	-3.9	-1.2	4	-5.4	-6	5	5	0.8	0.1	-2.5	1.0
O=C(Nc1ccc(N2CCN(C(=O)c3ccc(Cl)cc3)CC2)cc1)c1cc2ccccc2o1	-1.6	-1.8	2	0.3	4	-3	5	-0.9	-1.1	-3.1	-4.0
COc1ccccc1N1CC(C)(C)C(=O)N(C(=O)c2ccc(Cl)cc2)C1=S	-0.5	-1.6	3	-2.4	-3	1	-3	0.3	-0.3	-0.3	0.2
Cc1cnc(C(=O)OCC(=O)Nc2cc(-c3ccccc3)nn2-c2ccccc2)cn1	1.1	-1.0	-3	-1.0	2	-1	5	0.4	1.0	-2.5	0.1
CC(OC(=O)Cn1cnc2c1c(=O)n(C)c(=O)n2C)C(=O)NCc1ccccc1 (centres undefined)	-0.3	-1.1	-2	-1.7	5	3	-1	0.2	0.2	0.3	0.3
CCOC(=O)C1CCCCN1Cc1ccc(C(F)(F)F)cc1 (centres undefined)	-1.0	-0.7	0	0.2	1	0	1	0.0	0.5	1.3	0.1
CC(=O)c1cccc(-c2ccnc3c2CC(C(=O)NCc2ccccc2)O3)c1 (centres undefined)	-1.8	0.1	8	-0.3	0	5	5	x	4.8*	-0.1	-7.1
O=C(CCc1ccc(O)cc1)N/N=C/c1coc2ccccc2c1=O	-0.6	-1.3	-12	-0.7	-10	-2	-1	x	0.1	0.9	2.7
CCC(=O)N1N=C(c2cccs2)CC1c1ccc(C)cc1 (centres undefined)	3.1	-1.2	-3	-0.3	-49	-1	-5	-1.2	0.0	-2.1	0.4
CCc1ccccc1NC(=O)c1cnccn1	-0.7	-1.8	0	-0.6	-2	0	-4	-0.5	0.4	-1.8	1.7
COc1ccc(-c2cc3nc(C)cc(N4CCN(C(=O)c5ccoc5)CC4)n3n2)cc1	1.1	-1.4	1	0.7	-75	-2	1	-0.4	-2.1	-1.6	-0.7
CCOc1cc(/C=N/O)ccc1OCc1ccc([N+](=O)[O-])cc1	3.7	-1.3	-4	-1.5	1	-1	-4	0.6	1.0	-3.9	-0.2
O=C(CNC(=O)c1ccc(Cl)cc1)NCC(F)(F)F	0.3	-1.4	-8	-0.2	4	-1	-7	1.2	-0.2	-2.6	-1.7

# High-throughput results as filed in PubChem.
